MITF primary – inhibitors of human MITF | AlphaScreen MITF homodimerization, bead proximity signal | hit rate 0.91% among 650,000 | inhibition, % at 2.6 µM; in the data active means inhibition above about 50%;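 further: 0% = vehicle wells with protein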
Target sequence (O75030 whole entry, looked up): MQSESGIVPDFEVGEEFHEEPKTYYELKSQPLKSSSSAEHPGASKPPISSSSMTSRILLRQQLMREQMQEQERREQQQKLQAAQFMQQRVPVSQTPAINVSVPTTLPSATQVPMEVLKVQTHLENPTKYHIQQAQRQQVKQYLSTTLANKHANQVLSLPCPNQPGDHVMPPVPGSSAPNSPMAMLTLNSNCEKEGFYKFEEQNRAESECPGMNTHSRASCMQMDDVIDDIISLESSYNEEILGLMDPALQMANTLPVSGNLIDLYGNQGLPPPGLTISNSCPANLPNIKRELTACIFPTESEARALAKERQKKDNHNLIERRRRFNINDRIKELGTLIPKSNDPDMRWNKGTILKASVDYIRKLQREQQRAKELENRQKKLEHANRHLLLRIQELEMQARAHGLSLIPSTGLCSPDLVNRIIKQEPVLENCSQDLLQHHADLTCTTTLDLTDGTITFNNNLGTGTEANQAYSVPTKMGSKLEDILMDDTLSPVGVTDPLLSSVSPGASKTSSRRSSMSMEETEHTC
TEAD-YAP block – TEAD-YAP interaction inhibition; hit rate 1.4% among 640,000; inhibition, % at 9.12 µM; HEK-TIYL cells, TEAD-Gal4/YAP UAS-luciferase luminescence; in the data active means inhibition above about 32%;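 further: 0% = median of test compound wells and 100% = reference inhibitor wells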
FBW7 act – human FBW7 E3 ligase activation, primary screen | AID 1259310 | hit rate 0.13% among 650,000 | normalized activity (activation), % at 26.1 µM | AlphaScreen FBW7–phospho-cyclin E peptide binding, activator screen; in the data active means normalized activity above about 1.9%;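 further: purified mutant Fbw7 with reduced substrate affinity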
GPR151 activ – human GPR151 activation | activation, % at 11.2 µM | Q8TDV0 | PathHunter beta-arrestin GPR151 cells, luminescence | hit rate 1% among 650,000; in the data active means activation above about 4.9%;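 further: 0% = median of compound wells and 100% = cells with positive control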
Target sequence (Q8TDV0 whole entry, looked up): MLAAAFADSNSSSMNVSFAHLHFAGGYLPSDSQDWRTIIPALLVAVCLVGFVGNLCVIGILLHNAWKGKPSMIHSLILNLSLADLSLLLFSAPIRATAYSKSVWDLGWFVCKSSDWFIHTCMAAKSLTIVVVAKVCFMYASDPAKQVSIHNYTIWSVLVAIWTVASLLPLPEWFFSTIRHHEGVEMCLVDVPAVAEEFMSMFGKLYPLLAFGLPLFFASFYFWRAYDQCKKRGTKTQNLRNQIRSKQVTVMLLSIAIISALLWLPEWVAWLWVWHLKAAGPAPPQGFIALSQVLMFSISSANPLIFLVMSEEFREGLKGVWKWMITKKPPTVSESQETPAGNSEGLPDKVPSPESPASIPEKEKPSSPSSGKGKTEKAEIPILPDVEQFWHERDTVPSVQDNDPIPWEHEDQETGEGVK
* = called active by the depositor.

SMILES	MITF primary	TEAD-YAP block	FBW7 act	GPR151 activ
Cc1ccc(N(CC(=O)N(C)Cc2ccccc2)S(C)(=O)=O)cc1C	-7	3	-0.4	2.7
CC(C)NS(=O)(=O)c1ccc2c(c1)OCC(=O)N2CC(=O)NC1CCCC1	-5	3	0.0	-0.8
COc1ccc(C2/C(=C(\O)c3ccc(Cl)cc3)C(=O)C(=O)N2c2ccc(C)c(Br)c2)c(OC)c1 (stereo not given)	-7	-11	0.0	-0.2
Cc1ccc(C(=O)NCCOc2ccc3nnc(-c4ccccc4)n3n2)cc1C	6	3	-0.1	-0.3
COC(=O)c1sc(S(=O)(=O)Nc2ccc(C(=O)O)cc2)c(C(=O)OC)c1C	-12	13	0.1	1.1
Cc1ccc(C)c(OCC(=O)N/N=C\c2ccccc2F)c1	-8	-10	0.1	0.0
Cn1nc(C(=O)Nc2nc3ccccc3[nH]2)ccc1=O	5	-32	-0.2	-2.4
COc1ccc(C(=S)N(C)C)cc1OC	-18	10	0.5	-0.8
CCOC(=O)C1=C(C(F)(F)F)Nc2ncnn2C1c1ccc(Br)cc1 (stereo not given)	7	7	0.2	-1.6
COC(=O)c1ccccc1NC(=O)COc1cc(Cl)ccc1Cl	-1	-2	0.0	1.0
COCCCNCCOCCOc1c(C)cc(Cl)cc1C	71*	-11	-0.3	2.1
O=C(Nc1ccc2nn(-c3ccccc3)nc2c1)c1ccncc1	2	-5	-0.1	0.0
CCOC(=O)c1c(C2COc3ccccc3O2)csc1NC(=O)c1ccc([N+](=O)[O-])cc1 (stereo not given)	16	2	0.0	-0.6
Cc1cccc(NC(=O)c2ccc(S(=O)(=O)N3CC(C)CC(C)C3)cc2)c1C (stereo not given)	11	-1	0.0	1.7
CC(=O)Nc1ccc(NS(=O)(=O)c2cc([N+](=O)[O-])ccc2Cl)cc1	21	4	0.2	0.6
Cc1ccc2onc(CC(=O)N(C)c3ccc(F)cc3)c2c1	5	-11	1.4	0.5
CC1CCCCC1NC(=O)C1CCN(S(=O)(=O)c2ccc(Br)s2)CC1 (stereo not given)	-7	-4	-0.1	0.9
CCN(CC)S(=O)(=O)c1ccc(-c2cn3cccnc3n2)cc1	4	3	0.0	-0.9
CSc1nc2c(c(=O)[nH]1)C(c1cccc(F)c1)C1=C(CCCC1=O)N2 (stereo not given)	20	5	0.1	0.0
Cn1c(O)c(N=NC(=O)CC#N)c2ccccc21	12	11	0.0	-0.5
CCN(CC)S(=O)(=O)c1cc([N+](=O)[O-])ccc1N/N=C(\C)c1ccccc1Cl	14	5	0.3	1.1
O=c1c2nnn(-c3cccc(Cl)c3)c2ncn1Cc1ccccc1F	5	-5	0.0	3.6
COc1ccc(C2=C/C(=C/c3ccc(C)o3)C(=O)O2)cc1	10	0	-0.2	-0.1
COc1ccc(OC)c(C2C(C(=O)/C=C/c3ccccc3)=C(O)C(=O)N2CCCCCC(=O)O)c1 (stereo not given)	-4	9	-0.2	0.8
COc1ccccc1-c1[nH]c2c(=O)n(C)c(=O)n(C)c2c1O	0	3	-0.2	-0.9
COc1cc2nc(-c3ccccc3)nc(NCCc3ccccn3)c2cc1OC	5	2	0.6	0.6
Nc1c(C(=O)Nc2cccc3ccccc23)sc2nc3c(c(-c4cccs4)c12)CCCC3	2	4	-0.1	0.9
CN(C)S(=O)(=O)c1ccc(C(=O)NCc2nnc(SCC(=O)Nc3nccs3)n2-c2cccc(Cl)c2)cc1	4	9	0.0	2.0
CCC(=O)N/C(N)=N/c1nc(C)c2cc(C)cc(C)c2n1	17	-1	0.1	-1.1
CC(C)OC(=O)/C(C#N)=C\c1cccn1C	10	-19	-0.1	-1.3
Cn1cc(CN[C@H]2C[C@H]3C(=O)N[C@@H](CO)C(=O)N3C2)c(-c2ccccc2)n1	-9	-6	0.0	0.8
O=c1[nH]c(/C=C2\C=Nc3ccccc32)c(O)n1-c1cccc(Cl)c1	9	-14	-0.1	1.7
CN(Cc1ccc2nsnc2c1)C(=O)CC1C(=O)NCCN1Cc1ccc(F)cc1 (stereo not given)	-8	-2	0.0	2.3
Cc1c(CNCCC2=CCCCC2)c(C(=O)O)c(C)n1Cc1ccccc1	8	3	-0.1	0.6
COc1cccc(C2=NC(C(C)C)NC(c3ccccc3O)C2)c1 (stereo not given)	3	-41	0.1	0.3
COc1cc(Nc2c(-c3ccc(Cl)cc3)c(=O)c2=O)cc(OC)c1	-11	-11	-0.1	1.7
CC(C)CC(=O)NC(=S)Nc1ccc(F)cc1F	8	-9	0.1	2.4
CCOC(=O)c1c(C)[nH]c(C(=O)C(C)Nc2ccccc2OC)c1C (stereo not given)	-10	-26	-0.1	-1.3
Cc1nnc(C)c2c(C)n(-c3cc(Br)ccc3O)c(C)c12	18	0	0.6	-1.1
CCn1nnc2c(=O)n(CC(=O)c3ccccc3)cnc21	0	-9	0.2	0.2
O=C(CNC1CCCCC1)Nc1ccccc1N1CCOCC1	55*	-7	-0.1	0.3
Cc1nc(SCc2ccccc2)c2ccsc2n1	-16	-12	-0.1	-0.1
O=C(NCC1CCCN1S(=O)(=O)c1cccs1)c1cccc(Cl)c1 (stereo not given)	1	-6	0.0	0.0
Cc1cc[n+](CC(=O)NS(=O)(=O)c2ccc(Cl)cc2)cc1	5	0	0.1	-0.6
CCN(CC)CCNC(=O)c1ccc(NC(=O)CCCl)cc1	16	0	-0.1	0.8
CN(C)C(=O)c1c(-c2ccccc2)oc2ccc(O)cc12	4	14	0.1	2.6
Cc1ccc(C(=O)NC(=S)NNC(=O)c2ccc(O)cc2)cc1	-4	-9	-0.7	1.9
O=[N+]([O-])c1ccc(-c2[nH]nc(-c3ccccc3)c2-c2ncc[nH]2)cc1	-3	-1	0.2	1.9
CCc1nc(C)ccc1OCC(=O)N1CCCC(CNS(=O)(=O)N(C)C)C1 (stereo not given)	-7	3	-0.1	0.6
CCn1c(CC(=O)Nc2ccc(C)cc2)nnc1SCC(=O)NCc1ccccc1	-3	0	-0.3	0.3

Part of the list above, with two lines to a compound:
Results follow in this order: MITF primary | TEAD-YAP block | FBW7 act | GPR151 activ
COc1ccc(C2=C/C(=C/c3ccc(C)o3)C(=O)O2)cc1
→ 10 | 0 | -0.2 | -0.1
COc1ccc(OC)c(C2C(C(=O)/C=C/c3ccccc3)=C(O)C(=O)N2CCCCCC(=O)O)c1 (stereo not given)
→ -4 | 9 | -0.2 | 0.8
COc1ccccc1-c1[nH]c2c(=O)n(C)c(=O)n(C)c2c1O
→ 0 | 3 | -0.2 | -0.9
COc1cc2nc(-c3ccccc3)nc(NCCc3ccccn3)c2cc1OC
→ 5 | 2 | 0.6 | 0.6
Nc1c(C(=O)Nc2cccc3ccccc23)sc2nc3c(c(-c4cccs4)c12)CCCC3
→ 2 | 4 | -0.1 | 0.9
CN(C)S(=O)(=O)c1ccc(C(=O)NCc2nnc(SCC(=O)Nc3nccs3)n2-c2cccc(Cl)c2)cc1
→ 4 | 9 | 0.0 | 2.0
CCC(=O)N/C(N)=N/c1nc(C)c2cc(C)cc(C)c2n1
→ 17 | -1 | 0.1 | -1.1

(further entries)
SMILES	MITF primary	TEAD-YAP block	FBW7 act	GPR151 activ
COc1cc(C(=O)N2c3ccc(C)cc3-c3c(ssc3=S)C2(C)C)cc(OC)c1OC	33	12	-0.6	1.0
CCC(=O)NCCc1nc2ccccc2[nH]1	9	5	0.0	1.4
O=C(Nc1ccc(-n2cccn2)cc1)C1CC12CCN(C(=O)[C@@H]1C[C@@H]3C=C[C@H]1C3)CC2 (stereo not given in full)	-12	7	0.2	-0.3
CCOC(=O)Cn1cc(/C=C(/C#N)C(=O)Nc2cccc(OCC)c2)c2ccccc21	2	4	-0.1	-0.3
Cc1nc(NC(=O)COC(=O)[C@H](C)N2C(=O)C3CCCCC3C2=O)c(Cl)cc1Cl (stereo not given in full)	-11	-2	0.3	0.4
CC(C)c1ccc(NC(=O)CSc2ncccc2C(=O)NCCC2=CCCCC2)cc1	1	3	0.0	0.9
O=C1ON=C(c2ccccc2)/C1=C\c1ccccc1OCc1ccc(Cl)cc1	68*	-38	-0.1	1.1
COc1ccc(S(=O)(=O)NCCC(=O)NCc2ccccc2)cc1	-3	3	0.1	-0.1
CCC(C(=O)O/N=C(\N)c1ccc([N+](=O)[O-])cc1)c1ccccc1 (stereo not given)	32	-4	-0.4	-1.3
CCCCOc1ccc(CSC2=NCCN2)cc1[N+](=O)[O-]	16	-1	0.1	-1.4
CCOC(=O)C1CCN(Cc2nc3cc(OC)c(OC)cc3c(=O)[nH]2)CC1	7	18	0.0	0.0
OC(c1ccccc1)c1cccc(C(F)(F)F)c1 (stereo not given)	-3	-2	-0.1	-0.9
O=C1/C(=c2\sc3nc4ccccc4n3c2=O)c2ccccc2N1Cc1ccccc1	0	-9	0.0	7.2*
Cc1ccc2nc(NCC(C)c3ccccc3)c3nncn3c2c1 (stereo not given)	12	-2	1.1	0.3
COc1ccc(-c2c3cc(O)c(=O)cc-3oc3cc(O)c(O)cc23)cc1C	109*	0	-1.1	-1.9
COc1ccc([N+](=O)[O-])cc1C(=O)NCCOc1ccc(Cl)cc1	-7	-5	-0.2	1.5
COCCCNC(=O)/C(C#N)=C/c1c(Oc2cccc(C)c2)nc2ccccn2c1=O	13	22	0.3	-6.0
CCOc1ccccc1C1C(C(=O)OC)=CN(C)C=C1C(=O)OC	11	10	0.2	1.4
CC(C)(C)c1ccc(OC(=O)CCC(=O)O)cc1	7	7	0.2	2.1
CCOC(=O)c1cnc2ccc(OC)cc2c1Nc1cc(C(=O)O)ccc1C	-17	-1	0.1	0.9

Compound profiles, as listed above:
Profile of `OC(c1ccccc1)c1cccc(C(F)(F)F)c1` (stereo not given) = MITF primary: -3; TEAD-YAP block: -2; FBW7 act: -0.1; GPR151 activ: -0.9
Profile of `COCCCNC(=O)/C(C#N)=C/c1c(Oc2cccc(C)c2)nc2ccccn2c1=O` = MITF primary: 13; TEAD-YAP block: 22; FBW7 act: 0.3; GPR151 activ: -6.0
Profile of `COc1ccc(-c2c3cc(O)c(=O)cc-3oc3cc(O)c(O)cc23)cc1C` = MITF primary: 109*; TEAD-YAP block: 0; FBW7 act: -1.1; GPR151 activ: -1.9

Further entries follow:
SMILES	MITF primary	TEAD-YAP block	FBW7 act	GPR151 activ
O=C(Nc1cccc(C(F)(F)F)c1)c1ccc(F)cc1F	1	-17	0.1	-2.6
COc1cc(-n2c(C)nc3cc(C(=O)NCc4ccc(F)cc4)ccc32)cc(OC)c1OC	9	1	0.5	-0.7
Cn1c(=O)oc2cc(S(=O)(=O)NCC3CCCO3)ccc21 (stereo not given)	-1	3	0.0	0.0
CCOc1ccc(NC(=O)N2CCCCC2)cc1	-4	-49	0.0	-1.5
CC1=C(C#N)C(c2cccc(F)c2)C2=C(CC(c3ccccc3)CC2=O)N1 (stereo not given)	-3	25	0.1	1.7
Cc1cnc2nc3c(cc2c1)CN(S(=O)(=O)c1cccc(S(C)(=O)=O)c1)CC3	8	-3	-0.1	0.9
CSc1ccc(/C=C/C(=O)c2ccc(NC(=O)c3cc(N)cc(N)c3)cc2)cc1	17	9	-0.3	-0.1
CCOC(=O)C1(CC)NC(c2ccc(N(C)C)cc2)C2C(=O)N(CC)C(=O)C21 (stereo not given)	20	-2	0.1	0.8
O=C1CS/C(=N\C(=O)NCC2CCCC(CNC(=O)/N=C3/NC(=O)CS3)C2)N1 (stereo not given)	1	-1	0.2	0.3
CCOc1ccc(Nc2nnc(SCC(=O)NC34CC5CC(CC(C5)C3)C4)s2)cc1	-11	2	-0.1	-0.3
O=C(c1ccccc1Cl)N1CCN(c2ccc(F)cc2)CC1	13	15	0.6	-1.9
C=CCn1c(=O)c2c(C)c(C)sc2n2c(Nc3ccc(C(=O)OCC)cc3)nnc12	1	-4	0.0	-1.0
CC1CC(C)CN(S(=O)(=O)c2ccc(F)c(C(=O)Nc3cccc(Cl)c3Cl)c2)C1 (stereo not given)	0	-13	0.0	-0.4
Cc1cc(=O)oc(C)c1C(=O)NCc1c(F)cc(F)cc1F	14	5	0.0	0.2
CC(=O)Nc1ccc2nc(-c3ccc(-c4nc(-c5ccccc5)c5cc(NC(C)=O)ccc5n4)cc3)nc(-c3ccccc3)c2c1	3	2	-0.1	-0.2
O=C(Nc1ccccc1O)c1cc([N+](=O)[O-])ccc1Cl	7	-3	0.0	0.1
CCOc1ccc2nc(NC(=O)c3ccc(S(=O)(=O)N4CCc5ccccc5C4)cc3)sc2c1	-13	2	-0.1	-0.7
O=C(CCc1ccccc1)NNC(=O)COc1ccc(-c2ccccc2)cc1	-9	4	-0.2	-0.8
COC(=O)C1=CN(Cc2ccc(Cl)cc2)C=C(C(=O)OC)C1c1ccccc1Br	-7	5	-0.1	1.3
COc1ccc2cc(C)c3nn(CC(=O)N4CCCCCC4)c(=O)n3c2c1	1	7	-0.1	1.2
O=C(Cc1ccc([N+](=O)[O-])cc1)Nc1ccc(F)c(F)c1	18	1	0.3	-0.2
N#CCc1ncc(-c2cc3cc(Br)ccc3oc2=O)s1	-5	7	-0.1	0.4
CCC(C)NC(=O)C(CC)n1nc(C)c2sc3ccccc3c2c1=O (stereo not given)	6	1	0.0	-0.1
CCOC(=O)CSc1ncn[nH]1	5	-4	-0.1	-2.1

Source: PubChem BioAssay (The Scripps Research Institute Molecular Screening Center)
